From PubChem BioAssay
MBD2 inh = MBD2-methylated oligo binding inhibition; AID 686964; Q9UBB5; TR-FRET, MBD2 binding to methylated oligonucleotide; actives 0.31% (n = 370,000); inhibition, % at 4.4 µM; in the data active means inhibition above about 13%
ADAM17 inh = ADAM17 inhibition, QFRET primary screen | P78536 | recombinant ADAM17, EDANS/DABCYL FRET peptide cleavage | inhibition, % at 6.95 µM | actives 0.83% (n = 370,000);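 active means inhibition above the mean of compounds lying between control limits plus 3 SD, set per campaign, cut at about 8.5% in these data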;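 further: 0% = DMSO-only wells as the low control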
PLC-gamma1 inh = blocks human PLC-gamma1 enzyme activity; P19174; purified PLC-gamma1, fluorogenic substrate, fluorescence; inhibition, % at 12.2 µM; actives 0.84% (n = 370,000); AID 720700; in the data active means inhibition above about 9.5%
KLK7 zymogen act = proKLK7 (human) activation, primary screen. P49862. purified proKLK7, EDANS-DABCYL substrate fluorescence; 100% is mature enzyme control, 0% vehicle. activation, % at 7 µM. actives 0.9% (n = 370,000);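 active means activation above the mean of all tested compounds plus 3 SD, computed per campaign excluding outliers beyond control limits, cut at about 13% in these data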
ARFGAP1 inh = rat ARFGAP1 inhibition. actives 0.26% (n = 360,000). Arfgap1-stimulated ARF1 GTP hydrolysis, GDP FP detection. Q62848. inhibition, % at 16.5 µM;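 active means inhibition above a per-plate limit, mean inhibition of low control wells plus 3 SD, cut at about 25% in these data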;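 further: 0% = DMSO wells with enzyme and 100% = wells lacking Arfgap1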
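Material – truncated rat Arfgap1 GAP domain · Buffer or medium – HEPES-based buffer, pH 7.5 · Reagent – human ARF1(Δ1-17)-GTP substrate · Dosing – 16.5 µM single point, 1.26% DMSO · Schedule – GTP hydrolysis reaction 2 h at 25 °C · Technique – GDP detection by fluorescence polarization · Benchmarks – No-Arfgap1 wells (100%) versus DMSO full-reaction wells (0%) · Repeats – single replicate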
Tn6 DDE FP = inhibitors of Tn6 peptide binding to human fibrin DD(E). P02675. Fibrin DD(E) TRITC-Tn6 fluorescence polarization displacement. inhibition, % at 8.3 µM. actives 0.21% (n = 370,000). AID 720509;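 active means inhibition above a per-campaign cutoff: mean of compounds within control limits plus 3 SD, cut at about 15% in these data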;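 further: 0% = median of all compound wells on the plate and 100% = blocking peptide control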
PLC-beta3 inh = blocks human PLC-beta3 enzyme activity; Q01970; inhibition, % at 12.2 µM; Purified PLC-beta3, fluorogenic substrate, fluorescence; actives 0.18% (n = 370,000); in the data active means inhibition above about 11%;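 further: 0% = median of compound wells on plate and 100% = full blocker control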
ASAP1 GAP inh = inhibitors of human ASAP1 ArfGAP activity; AID 624377; actives 0.19% (n = 360,000); inhibition, % at 16.5 µM; Q9ULH1; ASAP1-stimulated ARF1 GTP hydrolysis, GDP FP detection; in the data active means inhibition above about 25%;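 further: 0% = vehicle with enzyme and substrate and 100% = no enzyme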
Tn7 DDE FP = DD(E)-Tn7 binding inhibition, primary FP screen. FP displacement of FITC-Tn7 peptide from fibrin DD(E); 0% = median of compound wells per plate. inhibition, % at 8.3 µM. actives 0.13% (n = 370,000). AID 720508;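 active means inhibition above the mean of compounds falling within the control limits plus 3 SD of them, cut at about 14% in these data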;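 further: 0% = plate median of compound wells and 100% = 10 µM Aha-Tn7 peptide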
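Assay system: Human fibrin DD(E) protein | Medium: Tris buffer with calcium and detergent, pH 7.8 | Reagent: 0.1 µM fluorescent Tn7 | Compound dosing: Single point at 8.3 µM | Times: 10 min preincubation, 3 h with tracer, room temperature | Detection: Fluorescence polarization of the labelled Tn7 tracer | Controls: Aha-Tn7 high control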
UHRF1 MBD2 ctr = blocks human UHRF1 binding to methylated DNA; actives 0.75% (n = 370,000); inhibition, % at 4.4 µM; UHRF1 binding to methylated oligo, TR-FRET; Q96T88; in the data active means inhibition above about 21%;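 further: UHRF1 SRA domain binding a hemimethylated CpG hairpin DNA probe; 0% = median of test compound wells and 100% = reference inhibitor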
Active calls of the source: *; · = no result given.

MBD2 inh,ADAM17 inh,PLC-gamma1 inh,KLK7 zymogen act,ARFGAP1 inh,Tn6 DDE FP,PLC-beta3 inh,ASAP1 GAP inh,Tn7 DDE FP,UHRF1 MBD2 ctr,mol
0,-5,-54,-0.6,9,3,-66,10,8,0,Nc1ccccc1Nc1cc(-c2cccc(Cl)c2)nn1-c1ccccc1
1,-8,0,-0.2,-5,8,-3,-3,7,-1,COc1cccc(/C=N/n2cnc3c(cnn3-c3ccccc3)c2=O)c1
2,-7,-2,0.7,-1,0,-14,-22,-4,2,CCN(c1ccccc1)S(=O)(=O)c1cc2c3c(c1)C(C)C(=O)N3CCC2 (stereo unspecified)
1,-6,-3,-0.2,0,-6,-12,6,2,1,CC(C)Cn1c(CN2CCN(C)C(CCO)C2)nc2ccccc21 (stereo unspecified)
7,-1,8,-0.3,0,-5,-5,5,0,6,O=C1OC(c2ccccc2)/C(=C(/O)c2ccc(Cl)cc2)C1=O (stereo unspecified)
1,-6,-1,-0.2,9,3,-10,3,0,5,Cc1cc(S(=O)(=O)/N=C(\N)c2ccc(C(N)=O)cc2)cc(C)c1F
-6,-3,2,0.5,·,3,-3,·,-4,-2,CC(C)OP(=O)(O)C(C)NC(=O)OCc1ccccc1 (stereo unspecified)
-3,-5,-1,0.3,-5,1,-1,-3,0,2,CCCCn1c(N)c(N(CCOC)C(=O)COC(=O)C(C)Oc2ccc(Cl)cc2)c(=O)[nH]c1=O (stereo unspecified)
7,-2,-2,0.1,6,2,-5,3,3,16,COc1ccc(S(=O)(=O)N2CCNC(=O)CC2)cc1
-1,-2,-1,-0.1,16,-1,-1,5,1,-2,Cc1cc(NC(=O)CC2Oc3ccccc3NC2=O)ccc1Br (stereo unspecified)
-5,-2,-2,-0.2,-3,-1,-4,-8,9,-2,CCCCN(C=O)c1c(CC)nc2c(OCc3ccccc3C(=O)OC)cccn12
1,-21,-30,-6.9,10,-3,-51,-3,4,-4,COc1ccc(CNC(=O)C(c2ccco2)N(C(=O)c2snc(C(N)=O)c2N)c2cccc(OC)c2)cc1 (stereo unspecified)
-1,-15,-59,-0.7,-9,-9,-66,-4,-11,-2,CN(C)c1ccc(C=NN2C(=O)CSC2=S)c(Cl)c1
2,-2,4,-0.1,13,-11,2,8,-1,6,COc1ccc(NC(=O)CSc2nc3ncccc3[nH]2)cc1OC
0,-2,-1,0.1,-4,-3,-2,4,-2,1,CCCNc1nc(OC(C(F)(F)F)C(F)(F)F)nc(OC(C(F)(F)F)C(F)(F)F)n1
-4,-5,-1,-0.3,8,2,-4,-11,0,0,Cc1ccc2cc(CCNC(=O)c3ccco3)c(=O)[nH]c2c1
-6,3,2,-0.6,1,-1,2,-3,-7,2,O=C(CC(CC(=O)c1ccccc1)C(=O)O)c1ccccc1
-3,-1,-1,0.1,-1,-3,-11,-3,4,-3,C/C(=N/NC(=O)c1ccco1)c1ccc(Br)s1
-7,0,2,0.4,-11,9,4,1,6,5,O=C(NC1CCCCC1)C(c1ccc(Cl)cc1)N1CCC2(CC1)OCCO2 (stereo unspecified)
7,-7,0,0.2,2,-1,-8,20,2,8,O=C(Nc1cccc(C(F)(F)F)c1)C1=CC=CN2CCS(=O)(=O)N=C12
1,-9,-4,0.0,1,2,-8,9,8,2,CC(C)(C)c1ccc(NC(=O)c2ccc(=O)[nH]n2)cc1
1,-2,-17,0.2,12,-1,-1,-22,1,3,Cc1ccc(SCC(=O)NC2CCS(=O)(=O)C2)cc1 (stereo unspecified)
-4,-13,-10,0.7,-4,-2,-10,1,-2,0,Nc1nc2n(n1)C(c1c(F)cccc1Cl)CC(c1ccc(F)cc1)N2 (stereo unspecified)
4,-4,-1,-0.1,5,11,2,-4,2,1,COc1ccc(NC(=O)NCCCN2CCCCC2C)cc1 (stereo unspecified)
1,-7,-126,-1.8,0,5,-124,-2,3,-13,COc1cccc(/C=N/NC(=S)Nc2cccc(C(=O)O)c2)c1O
-8,-19,-4,1.3,0,1,-2,4,0,-15,Cc1[nH]n(-c2ccccc2)c(=O)c1/C=N/N1C(=O)c2ccc3c4c(ccc(c24)C1=O)CC3
2,-27,-48,-9.0,0,-3,-60,-3,1,-7,O=C(Nc1ccc2oc(-c3ccccc3Cl)nc2c1)c1ncn[nH]1
2,-5,1,-0.5,3,-3,2,-4,0,1,O=C(c1sccc1-n1cccc1)N1CCCC1
7,1,1,0.4,1,1,-2,10,5,6,Nn1c(SCCOc2ccccc2)nnc1-c1cccnc1
-6,-1,2,0.2,6,0,-1,5,-7,2,CCOC(=O)C1CCCN(C(=O)c2ccc(S(=O)(=O)N3CCCC3)cc2)C1 (stereo unspecified)

Given with two lines to a compound: 2 of the compounds above
Screens in order – MBD2 inh | ADAM17 inh | PLC-gamma1 inh | KLK7 zymogen act | ARFGAP1 inh | Tn6 DDE FP | PLC-beta3 inh | ASAP1 GAP inh | Tn7 DDE FP | UHRF1 MBD2 ctr
> O=C(CC(CC(=O)c1ccccc1)C(=O)O)c1ccccc1
 : -6 | 3 | 2 | -0.6 | 1 | -1 | 2 | -3 | -7 | 2
> C/C(=N/NC(=O)c1ccco1)c1ccc(Br)s1
 : -3 | -1 | -1 | 0.1 | -1 | -3 | -11 | -3 | 4 | -3

Remaining list, next part.
MBD2 inh,ADAM17 inh,PLC-gamma1 inh,KLK7 zymogen act,ARFGAP1 inh,Tn6 DDE FP,PLC-beta3 inh,ASAP1 GAP inh,Tn7 DDE FP,UHRF1 MBD2 ctr,mol
4,-28,-1,-3.9,-2,0,-9,8,-5,3,COC(=O)c1sc(-c2ccc(C(C)(C)C)cc2)cc1NC(=O)CSCC(=O)O
-4,-1,-1,0.4,5,2,-10,7,-3,-4,CCOC(=O)c1cnc(SCC#N)nc1N
4,-4,0,0.0,-12,-1,2,6,-1,-1,CCOC(=O)Cn1c(=O)sc2ccccc21
4,-5,-1,0.0,15,-2,-10,3,0,1,Cc1cc(=O)[nH]c(N/N=C/c2c(C)oc3ccccc23)n1
1,-5,-48,0.0,4,3,-78,3,4,-5,O=C(N/N=C/c1ccc[nH]1)c1ccccc1OCc1ccccc1Cl
0,1,6,-1.0,-1,0,6,-2,-2,2,COc1ccc(C(C)C)cc1S(=O)(=O)Nc1ccncc1
-1,2,2,-0.2,-2,1,-4,1,4,-3,CCOc1ccc(/C(O)=C2\C(=O)C(=O)N(c3cc(C)on3)C2c2ccccc2OC)cc1 (stereo unspecified)
-1,-2,3,-0.2,13,5,1,15,-4,-1,O=C(O)C1CCN(c2ccc(S(=O)(=O)N3CCOCC3)cc2[N+](=O)[O-])CC1
0,-2,1,0.5,-22,-3,-3,7,6,-4,COc1ccc(CN2CCN(Cc3cccc4nonc34)CC2CCO)c(C)c1C (stereo unspecified)
3,-1,1,0.2,-5,-1,5,3,3,1,CCC(=O)Nc1ccc(C(=O)N/N=C/c2ccc([N+](=O)[O-])cc2)cc1
4,1,-10,-0.2,1,-8,-14,12,2,2,COc1ccc(OC)c(NC(=O)c2ccccc2N(C)S(=O)(=O)c2ccc(C)cc2)c1
-1,0,4,0.2,-1,5,4,-14,-3,0,CCCCC(=O)O[C@]1(C(=O)CO)CC[C@H]2[C@@H]3CCC4=CC(=O)CC[C@]4(C)[C@H]3[C@@H](O)C[C@@]21C
-1,5,-8,-12,6,5,-12,5,2,-3,C=CCN(c1ccccc1)S(=O)(=O)c1cccc(C(=O)Nc2nc3ccccc3[nH]2)c1
-3,2,3,0.5,5,-3,-7,-3,-5,-2,Cc1ccc(NC(=O)C2CCN(S(=O)(=O)c3cccc4nonc34)CC2)cc1
1,0,2,0.8,9,7,2,4,-1,0,O=C(CSc1nnc(-c2ccccn2)n1Cc1ccccc1)N1CCCC1

Complete entries from above.
COc1ccc(CN2CCN(Cc3cccc4nonc34)CC2CCO)c(C)c1C (stereo unspecified) is entered as MBD2 inh = 0; ADAM17 inh = -2; PLC-gamma1 inh = 1; KLK7 zymogen act = 0.5; ARFGAP1 inh = -22; Tn6 DDE FP = -3; PLC-beta3 inh = -3; ASAP1 GAP inh = 7; Tn7 DDE FP = 6; UHRF1 MBD2 ctr = -4
COc1ccc(C(C)C)cc1S(=O)(=O)Nc1ccncc1 is entered as MBD2 inh = 0; ADAM17 inh = 1; PLC-gamma1 inh = 6; KLK7 zymogen act = -1.0; ARFGAP1 inh = -1; Tn6 DDE FP = 0; PLC-beta3 inh = 6; ASAP1 GAP inh = -2; Tn7 DDE FP = -2; UHRF1 MBD2 ctr = 2
O=C(CSc1nnc(-c2ccccn2)n1Cc1ccccc1)N1CCCC1 is entered as MBD2 inh = 1; ADAM17 inh = 0; PLC-gamma1 inh = 2; KLK7 zymogen act = 0.8; ARFGAP1 inh = 9; Tn6 DDE FP = 7; PLC-beta3 inh = 2; ASAP1 GAP inh = 4; Tn7 DDE FP = -1; UHRF1 MBD2 ctr = 0
